High-throughput results from PubChem.
M18AAP inhibitor – PfM18AAP enzyme inhibition; recombinant PfM18AAP, H-Glu-NHMec fluorogenic cleavage; inhibition, % at 7.35 µM; hit rate 1.2% among 290,000; AID 1822;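 active = inhibition above the campaign mean inhibition over all tested compounds plus 3 SD, cut at about 28% in these data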;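 also: 0% = plate median of test compound wells and 100% = 2 mM ZnCl2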
IDE inh – inhibits human insulin-degrading enzyme in HEK cells. FAbetaB cleavage, fluorescence polarization. inhibition, % at 5.59 µM. hit rate 0.41% among 320,000. AID 434962;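 active = percent inhibition above the average of all tested compounds plus 3 SD, set per screening campaign, cut at about 16% in these data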;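 also: IDE supplied by intact live HEK cells; FP after avidin binding of uncleaved biotin substrate so inhibition keeps polarization high; 0% = DMSO wells and 100% = 60 µM reference IDE inhibitor Ii1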
IMP-1 inhibitor – blocks Pseudomonas aeruginosa IMP-1 metallo-beta-lactamase; purified IMP-1, nitrocefin hydrolysis, epi-absorbance fluorescence; inhibition, % at 5.6 µM; hit rate 0.45% among 290,000; AID 1556;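 active = inhibition above the mean plus 3 SD of all compounds in the same screening run, cut at about 4.5% in these data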;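 also: 0% = IMP-1 with DMSO and 100% = DMSO wells lacking enzyme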
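system = purified recombinant IMP-1 beta-lactamase | amount = 0.2 nM IMP-1, as dispensed | medium = HEPES buffer pH 7.1 with ZnSO4 and Brij 35 | times = 25 °C, 15 min preincubation, 25 min reaction | detection = plate fluorescence quenching by hydrolysis product, ex 480/em 530 nm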
VIM-2 inhibitor – inhibitors of Pseudomonas aeruginosa VIM-2 metallo-beta-lactamase; inhibition, % at 5.6 µM; hit rate 0.89% among 290,000; purified VIM-2, nitrocefin hydrolysis, epi-absorbance fluorescence; AID 1527;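 active = inhibition above the mean of all tested compounds plus 3 SD, cutoff set per screening run, cut at about 7.5% in these data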;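 also: red hydrolysis product quenches plate fluorescence so inhibitors raise well fluorescence; 0% = enzyme with DMSO and 100% = DMSO without enzyme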
NALP1 yeast inh – inhibitors of NALP1 inflammasome in yeast; S. cerevisiae NALP1/ASC/caspase-1 growth, X-gal OD620, 72 h; inhibition, % at 10 µM; hit rate 0.61% among 280,000; AID 2071; in the data active = inhibition mostly above about 24%, no sharp cut-off; inactive = mostly below about 32%; also: some compounds called inactive have numbers as strong as hits
GPR7 antag – human neuropeptides B/W receptor 1 antagonism. GPR7-expressing cells, fluorescence antagonist assay. inhibition, % at 4.4 µM. hit rate 1.1% among 290,000. AID 1861; in the data active = inhibition above about 16%, passing the limit was not always enough;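 also: cells stimulated with the agonist NPW; 0% = agonist with vehicle and 100% = vehicle without agonist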
Target sequence (P48145 whole entry, looked up): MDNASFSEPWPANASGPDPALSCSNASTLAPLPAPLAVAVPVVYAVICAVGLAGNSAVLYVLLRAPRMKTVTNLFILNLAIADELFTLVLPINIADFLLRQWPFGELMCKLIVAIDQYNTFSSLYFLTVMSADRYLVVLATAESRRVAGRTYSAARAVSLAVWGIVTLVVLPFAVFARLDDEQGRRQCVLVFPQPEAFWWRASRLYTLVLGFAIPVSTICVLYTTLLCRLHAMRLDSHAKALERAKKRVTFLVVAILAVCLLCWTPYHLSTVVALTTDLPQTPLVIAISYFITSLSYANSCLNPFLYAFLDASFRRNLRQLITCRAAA
p-CIP stab down – p/CIP protein destabilization. decrease of EGFP signal, % at 10 µM. Q05BA5. AID 1984. hit rate 0.01% among 290,000. F442A p/CIP-EGFP cells, EGFP fluorescence, 16 h;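 active = EGFP signal decrease of at least 30% at 10 µM or well 3 SD below plate mean, unless failing retest; inactive = the rest, including hits failing retest or dose response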; also: some compounds called inactive have numbers as strong as hits; many of its hits are not listed in these tables
PHOSPHO1 inh – inhibitors of human PHOSPHO1 phosphatase; recombinant PHOSPHO1, absorbance phosphatase assay; inhibition, % at 13.3 µM; hit rate 1.1% among 290,000; AID 1565; in the data active = inhibition above about 60%
Target sequence (Q8TCT1 whole entry, looked up): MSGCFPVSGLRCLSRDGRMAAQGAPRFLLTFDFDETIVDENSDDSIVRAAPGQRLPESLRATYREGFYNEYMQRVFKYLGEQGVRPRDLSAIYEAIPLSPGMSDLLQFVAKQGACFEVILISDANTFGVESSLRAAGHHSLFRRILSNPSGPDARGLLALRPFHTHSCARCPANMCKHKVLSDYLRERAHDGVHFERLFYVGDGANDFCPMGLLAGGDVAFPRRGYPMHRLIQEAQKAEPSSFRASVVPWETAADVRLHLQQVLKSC
IDE cell activ – activators of human insulin-degrading enzyme in cells; P14735; HEK cells, FAbeta-B cleavage, fluorescence polarization; 0% vehicle, 100% cell-free pure enzyme wells; activation, % at 5.96 µM; hit rate 0.073% among 340,000; AID 493087;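 active = activation above the mean of all tested compounds plus 3 SD, set per screening campaign, cut at about 17% in these data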
* hit, by the source's call; . = no result given.

Letter code: A = M18AAP inhibitor; B = IDE inh; C = IMP-1 inhibitor; D = VIM-2 inhibitor; E = NALP1 yeast inh; F = GPR7 antag; G = p-CIP stab down; H = PHOSPHO1 inh; I = IDE cell activ
#1 COc1ccc(CNC2=CC(=O)CC(C)(C)C2)cc1
  A = 6.7; B = 1.6; C = -4.6; D = -4.6; E = 8.0; F = -7.5; G = -4.9; H = 14.8; I = -1.3
#2 CCN1C(=O)[C@H]2[C@@H](c3ccc(C)cc3)N3C(=O)N(c4ccc(C(F)(F)F)cc4)C(=O)[C@@]3(CC)[C@H]2C1=O
  A = 3.9; B = 8.5; C = -3.7; D = -0.9; E = 6.2; F = -2.3; G = -9.5; H = -5.6; I = 0.1
#3 COc1cc(NC(=O)C(Cc2ccccc2)n2cccc2)cc(OC)c1 (stereo not drawn)
  A = 4.3; B = 5.8; C = -3.8; D = -3.4; E = .; F = -13.8; G = -3.0; H = 17.7; I = 7.6
#4 CCCCN(CCCC)C(=S)NC(=O)C(C)(C)C
  A = 0.5; B = 4.4; C = -1.6; D = -1.5; E = 15.0; F = 9.6; G = -4.1; H = -29.3; I = -0.6
#5 CC(=O)c1c(C)[nH]c(C(=O)NCCc2ccccc2)c1C
  A = 1.8; B = 3.0; C = -2.5; D = -3.5; E = 17.1; F = -7.9; G = -10.4; H = 7.6; I = -1.1
#6 COCc1cc(=O)[nH]c(N2CCN(Cc3ccc4c(c3)OCO4)CC2)n1
  A = -7.4; B = -0.9; C = 2.5; D = 1.0; E = 30.5; F = 6.8; G = -2.8; H = 22.7; I = 1.0
#7 CC(C)C(=O)Nc1ccc(Cc2ccc(NC(=O)C(C)C)c(O)c2)cc1O
  A = 10.4; B = 7.1; C = -0.8; D = -2.8; E = 7.5; F = -12.0; G = 2.5; H = 17.5; I = 1.6
#8 O=C(NNC(=S)NC(=O)c1ccc(F)cc1)c1cccnc1
  A = 13.6; B = -0.2; C = -3.9; D = -4.7; E = -7.3; F = -8.0; G = -8.7; H = -135.5; I = -0.1
#9 CCC1=C(OC(=O)N(CC)CC)N2C(=O)OC(=NCCc3c[nH]c4ccccc34)[C@]2(Cc2ccccc2)[C@H]2C1=CC[C@H]1C(=O)N(C)C(=O)[C@H]12
  A = .; B = 4.0; C = .; D = .; E = .; F = .; G = -8.6; H = 8.9; I = 5.6
#10 O=C(O)c1nn(CCOc2cccc(Br)c2)c(=O)c2ccccc12
  A = -0.5; B = 3.2; C = -1.7; D = 1.0; E = -4.4; F = -21.1; G = -10.1; H = 32.5; I = 0.3
#11 CCC1C(=O)Nc2ccccc2N1C(=O)COc1ccccc1 (stereo not drawn)
  A = -2.0; B = 5.0; C = -3.6; D = -1.4; E = 1.8; F = -10.0; G = 5.9; H = 19.0; I = 6.1
#12 CCC1CN(C(=O)N2CCC(C(=O)NCCc3ccc(OC)c(OC)c3)CC2)c2ccccc2O1 (stereo not drawn)
  A = -2.8; B = 5.2; C = 0.7; D = -4.9; E = 6.4; F = 5.1; G = -1.6; H = 11.6; I = -4.0
#13 CCCCCCCC1(C)NC(=O)N(c2ccccc2)N1 (stereo not drawn)
  A = -0.8; B = -0.2; C = -3.0; D = -2.4; E = -6.6; F = -7.0; G = -9.0; H = 24.4; I = -2.0
#14 C/C(=N\NC(=S)Nc1ccccc1C)c1cc2ccccc2o1
  A = 5.3; B = -8.4; C = -1.6; D = -6.0; E = .; F = -21.3; G = 2.6; H = 24.8; I = -6.9
#15 Cn1c(SCc2ccccn2)nc2c1c(=O)[nH]c(=O)n2C
  A = -3.6; B = 2.2; C = -1.3; D = -0.7; E = 18.2; F = -12.2; G = -1.2; H = 19.9; I = 1.7
#16 O=C(c1ccc(N2CCCCC2)c([N+](=O)[O-])c1)N(Cc1ccccc1)c1ccccn1
  A = -11.5; B = -1.8; C = -2.2; D = -1.3; E = 7.5; F = 0.6; G = -14.7; H = -20.9; I = 9.1
#17 O=C(c1cc2ccccc2[nH]1)N(Cc1cccnc1)CC1CCCN(C2CCCCC2)C1 (stereo not drawn)
  A = 4.8; B = 3.3; C = -2.7; D = -4.5; E = 1.7; F = 5.3; G = 13.1; H = 33.2; I = 0.9
#18 CC(C)c1ccc(NC(=O)C2CCCN(S(=O)(=O)c3ccc4c(c3)C(C)(C)C(=O)N4C)C2)cc1 (stereo not drawn)
  A = 9.3; B = 3.2; C = 1.7; D = 1.0; E = 21.5; F = 14.9; G = -0.4; H = 30.6; I = 5.6
#19 CC(=O)Oc1cccc(/C=c2\sc3nc(-c4ccco4)nn3c2=O)c1
  A = -15.8; B = -0.7; C = -1.0; D = -1.4; E = 3.3; F = 7.7; G = -7.4; H = 24.2; I = 2.5
#20 Cc1c(C(=O)Nc2ccc(N3CCOCC3)cc2)cccc1[N+](=O)[O-]
  A = -2.2; B = 1.2; C = 0.9; D = -1.2; E = 1.1; F = -2.0; G = 4.1; H = 43.1; I = 5.6
#21 C/C(=N\NC(=O)c1ccc(OC2CCCC2)cc1)c1ccc(O)cc1
  A = -9.3; B = 4.7; C = 0.3; D = -0.1; E = 9.6; F = -19.5; G = -9.3; H = 17.8; I = -6.9
#22 COc1ccc(NC(=O)C(NC(=O)c2ccc(C)cc2)c2ccccc2)cc1 (stereo not drawn)
  A = 4.7; B = 1.7; C = 1.0; D = 1.6; E = 1.6; F = -12.0; G = 3.7; H = 29.5; I = -1.4
#23 CSc1ccc(NC(=O)N2CC(C)OC(C)C2)cc1 (stereo not drawn)
  A = -6.1; B = -1.7; C = -0.6; D = -3.7; E = 28.1; F = -10.7; G = -2.5; H = 16.9; I = -2.2
#24 O=C(NCc1ccccn1)C1CCN(S(=O)(=O)c2ccc(Br)cc2)CC1
  A = -7.2; B = -3.9; C = 0.6; D = 0.1; E = 18.2; F = -1.7; G = -7.3; H = 32.8; I = 1.8
#25 Cc1ccc(C)c(Cc2c(C)nc(C)[nH]c2=O)c1
  A = 2.5; B = 1.2; C = -4.2; D = -3.5; E = 26.1; F = -2.9; G = 3.5; H = 3.2; I = 0.9
#26 O=C(NCC1CCCO1)C(Cc1ccccc1)N1C(=O)C2C3C=CC(C4CC34)C2C1=O (stereo not drawn)
  A = 2.6; B = 1.4; C = -3.0; D = -3.3; E = 1.1; F = -11.0; G = -6.7; H = 3.5; I = 1.9

Filtered by structure, the entries above with four or more nitrogen atoms (6)
Letter code: A = M18AAP inhibitor; B = IDE inh; C = IMP-1 inhibitor; D = VIM-2 inhibitor; E = NALP1 yeast inh; F = GPR7 antag; G = p-CIP stab down; H = PHOSPHO1 inh; I = IDE cell activ
#6 COCc1cc(=O)[nH]c(N2CCN(Cc3ccc4c(c3)OCO4)CC2)n1
  A = -7.4; B = -0.9; C = 2.5; D = 1.0; E = 30.5; F = 6.8; G = -2.8; H = 22.7; I = 1.0
#8 O=C(NNC(=S)NC(=O)c1ccc(F)cc1)c1cccnc1
  A = 13.6; B = -0.2; C = -3.9; D = -4.7; E = -7.3; F = -8.0; G = -8.7; H = -135.5; I = -0.1
#9 CCC1=C(OC(=O)N(CC)CC)N2C(=O)OC(=NCCc3c[nH]c4ccccc34)[C@]2(Cc2ccccc2)[C@H]2C1=CC[C@H]1C(=O)N(C)C(=O)[C@H]12
  A = .; B = 4.0; C = .; D = .; E = .; F = .; G = -8.6; H = 8.9; I = 5.6
#15 Cn1c(SCc2ccccn2)nc2c1c(=O)[nH]c(=O)n2C
  A = -3.6; B = 2.2; C = -1.3; D = -0.7; E = 18.2; F = -12.2; G = -1.2; H = 19.9; I = 1.7
#16 O=C(c1ccc(N2CCCCC2)c([N+](=O)[O-])c1)N(Cc1ccccc1)c1ccccn1
  A = -11.5; B = -1.8; C = -2.2; D = -1.3; E = 7.5; F = 0.6; G = -14.7; H = -20.9; I = 9.1
#17 O=C(c1cc2ccccc2[nH]1)N(Cc1cccnc1)CC1CCCN(C2CCCCC2)C1 (stereo not drawn)
  A = 4.8; B = 3.3; C = -2.7; D = -4.5; E = 1.7; F = 5.3; G = 13.1; H = 33.2; I = 0.9
